Bioassay records deposited in PubChem by National Center for Advancing Translational Sciences (NCATS).
Tau fibril ThT – inhibitors of human tau fibril formation, thioflavin T binding. P10636. recombinant tau K18 P301L, heparin-induced fibrillization, ThT fluorescence. Potency, µM (highest dose often 57.4 µM), without a hit: at the highest dose activity, negative = inhibition, most hits filed as inhibitors. 2.1% of 270,000 active. AID 1460; note: % is set by controls: 0 for no effect and ±100 for the full control effect; nearly all actives have a fitted effect of over 55% in size
Target sequence (P10636 561-689 P618L limits assumed): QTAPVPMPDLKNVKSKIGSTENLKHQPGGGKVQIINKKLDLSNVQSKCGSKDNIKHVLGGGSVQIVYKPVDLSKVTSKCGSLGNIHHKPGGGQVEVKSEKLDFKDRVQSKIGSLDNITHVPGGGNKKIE
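Aggregation was driven by heparin (20 uM final) acting on recombinant tau […] bearing P301L in 100 mM sodium acetate pH 7; fibrils were detected with Thioflavin T.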
TRb SRC2 PPI – disrupts binding of human TR beta to SRC2; P10828; Potency, µM (doses to about 106 µM), for inactives: at the highest dose activity change, negative = inhibition, hits mostly inhibitors; 0.065% of 280,000 active; TRbeta-SRC2 peptide binding, fluorescence polarization; receptor liganded with 1 µM T3;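 note: plate controls were bound peptide for no effect and peptide without receptor for full effect; nearly all actives have a fitted effect of over 50% in size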
Target sequence (P10828 whole entry, looked up): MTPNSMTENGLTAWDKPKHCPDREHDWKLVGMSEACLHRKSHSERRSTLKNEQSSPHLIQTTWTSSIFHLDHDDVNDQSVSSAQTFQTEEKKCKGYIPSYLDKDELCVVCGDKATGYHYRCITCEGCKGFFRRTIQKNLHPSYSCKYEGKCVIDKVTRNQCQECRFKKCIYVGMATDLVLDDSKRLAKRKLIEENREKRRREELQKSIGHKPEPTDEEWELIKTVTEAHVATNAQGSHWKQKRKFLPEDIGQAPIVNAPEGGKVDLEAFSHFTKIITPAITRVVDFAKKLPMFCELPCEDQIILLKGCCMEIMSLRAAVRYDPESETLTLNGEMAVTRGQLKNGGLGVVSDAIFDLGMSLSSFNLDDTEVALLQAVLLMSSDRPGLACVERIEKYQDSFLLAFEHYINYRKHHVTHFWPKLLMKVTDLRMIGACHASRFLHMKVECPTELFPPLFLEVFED
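Each compound concentration gave % activity, normalized to unbound and bound Texas Red SRC2 controls, from polarization read after 5 hr ambient incubation with T3-loaded human TRb LBD.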
TexasRed fluor – Texas Red fluorescence interference in TRb-SRC2 counter-screen | 0.29% of 280,000 active | Potency, µM (top dose mostly 106 µM), without a hit: at the highest dose fluorescence change, negative = quenching | TRb/SRC2 Texas Red total fluorescence interference | AID 1479; active = well fitted curve in either direction with a large enough effect; inconclusive = small, poorly fitted or top-dose-only effect; note: % is set by controls: 0 for no effect and ±100 for the full control effect
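Flags fluorescent or light-absorbing compounds by total fluorescence, S + 2P, at 555 nm excitation and 632 nm emission. Mixture: 20 nM Texas Red SRC2 peptide, 0.6 uM human TRb LBD, 1 uM T3, 5% DMSO; compound exposure 5 h at ambient temperature.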
Tau fluor cs – counter-screen for tau fibril formation inhibitors | 0.93% of 280,000 active | AID 1463 | Potency, µM (highest dose often 57.7 µM), inactives show at the highest dose activity change, negative = decrease | tau K18 P301L Alexa594 fluorescence, heparin fibrillization; note: % is set by controls: 0 for no effect and ±100 for the full control effect; nearly all actives have a fitted effect of over 55% in size
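Human tau K18 P301L (15 uM unlabeled, 0.24 uM Alexa 594-labeled) in 100 mM sodium acetate pH 7 with 20 uM heparin, 6 hr at 37 C. ThT 30 uM added, 1 hr ambient; Alexa 594 FP and total fluorescence read at 555/632 nm.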
L3MBTL1 inh – L3MBTL1 (human) inhibition; Q9Y468; Potency, µM (doses to about 57.1 µM), for inactives: at the top dose activity, negative = inhibition, hits mostly inhibitors; AID 485360; AlphaScreen L3MBTL1–H3K9me1 peptide binding; 0.66% of 230,000 active; note: % is set by controls: 0 for no effect and ±100 for the full control effect; nearly all actives have a fitted effect of over 60% in size
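First, the protein-peptide complex forms for 30 min at room temperature (L3MBTL1 50 nM, biotinylated H3K9me1 peptide 75 nM). Next, compounds are pin-transferred and incubated 30 min. Finally, AlphaScreen beads are added and read after 30 min.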
HTT ATP protect – cytoprotection in Huntington HTT-Q103 PC12 cell model. 0.14% of 230,000 active. PC12 HTT-Q103 induced, cytoprotection, ATP luminescence, 40 h. Potency, µM (highest dose often 56.4 µM), inactives show cytoprotection (ATP increase), usual class: activators;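 note: % of control where 0% means no effect; nearly all actives have a fitted effect of over 45% in size; toxic huntingtin expression switched on by the ecdysone agonist tebufenozide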
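Compounds were screened for protection of PC12 cells against cell death after tebufenozide induction (100 nM final) of mutant Huntingtin exon 1 (Q103) fused to GFP.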
Tau fibril FP – inhibitors of human tau fibril formation; P10636; K18 P301L tau heparin fibrillization, Alexa594 FP, 6 h; Potency, µM (doses to about 57.7 µM), inactives show at the highest dose activity, negative = inhibition, usual class: inhibitors; 0.39% of 280,000 active; AID 1468; note: % is set by controls: 0 for no effect and ±100 for the full control effect; nearly all actives have a fitted effect of over 55% in size
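Human K18 P301L fragment (15 uM unlabeled plus 0.24 uM Alexa 594-labeled) in 100 mM sodium acetate pH 7 with compound, aggregation induced by 20 uM heparin for 6 hr at 37 C. ThT (30 uM) added for 1 hr, then Alexa 594 FP read.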
RECQ1 inh – RECQ1 (human) helicase inhibition; 0.54% of 240,000 active; AID 2549; RECQ1 DNA unwinding, red fluorescence kinetic read; Potency, µM (top dose mostly 57.3 µM), inactives show top-dose activity, negative = inhibition, actives largely listed as inhibitors;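 note: plate controls were vehicle for no effect and no enzyme for full effect; nearly all actives have a fitted effect of over 30% in size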
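50 nM RECQ1T1 preincubated 15 min with compound in Tris pH 8.0 buffer with MgCl2, DTT, Tween-20 and 2.5 ug/ml poly(dI-dC); started with 200 nM TAMRA/BHQ-2 forked duplex and 2 mM ATP. Unwinding read as fluorescence (525/598 nm), two reads 2 h apart.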
* marks the source's active call; other numbers are inactive results; i = inactive; ? = inconclusive; . = not tested or not shown; [ ] = remark or other dose. Unless noted, calls come from the whole dose curve; as a rule, active = well fitted curve in the direction sought with a large enough effect; inconclusive = small, poorly fitted or top-dose-only effect, or another doubt; inactive = no such curve, though single readings can be large; an effect the other way counts as inactive or inconclusive. Potency is the fitted concentration of half-maximal effect.

Each structure is followed by: Tau fibril ThT, TRb SRC2 PPI, TexasRed fluor, Tau fluor cs, L3MBTL1 inh, HTT ATP protect, Tau fibril FP, RECQ1 inh
O=C(CSc1ncn[nH]1)c1ccc2c(c1)OCCO2
    3%, -2%, -5%, 15%, 1%[11.4 µM], -14%, 9%, 0%
O=C(Cn1nnc2ccccc2c1=O)NCc1ccc(Cl)cc1
    3%, 4%, -1%, 9%, -3%, 22%[10 µM], 9%, -4%
CCc1ccc(C(=O)Nc2cc3c(cc2Cl)OCCCO3)cc1
    -15%, -2%, 2%, -13%, 20%, -22%, -1%, -19%
c1nnnn1C12CC3CC(CC(C3)C1)C2
    -9%, -19%, 0%, -4%, ., -23%, -4%, i
COc1ccc(CNC(=O)CN(C(=O)CCC(=O)Nc2ccccn2)c2ccccc2OC)cc1
    -14%, 6%, -3%, -11%, 0%, -14%, -8%, -5%
CC(=O)c1ccc(N2CCN(c3ccc(S(=O)(=O)NCCN(C)C)cc3[N+](=O)[O-])CC2)cc1
    ., -7%, -1%, -12%, ., -4%[10 µM], -11%, -15%
O=C(O)c1ccccc1C(=O)Nc1cccc([N+](=O)[O-])c1
    2%, -6%, -2%, 3%, 11%, 10%[10 µM], 3%, -7%
O=C(N/N=C/c1cccc(O)c1)c1ccc(COc2ccc3c(c2)CCC3)o1
    ?, 3%, -4%, ?, ., 1%, ?, i
CC(C)CC[n+]1ccn(-c2nc3ccccc3nc2[N-]S(=O)(=O)c2ccccc2)c1
    1%, 4%, 0%, 1%, -2%, -3%, 0%, -4%
CCOc1ccc(/C=N/NC(=O)c2ccc(CSc3nc4ccccc4[nH]3)cc2)cc1
    0%, -8%, -7%, 1%, 8%, -7%[0.074 µM], -2%, 8%
Cc1cc(N/N=C\c2ccccc2)nc(-c2ccccc2O)n1
    ?, 6%, ?, ?, 5%, -20%[10 µM], ?, -17%
COc1ccc(CNC(=O)C(C)N2Cc3ccccc3C2=O)cc1 (configuration not stated)
    -3%, -4%, -3%, -5%, ., ., -7%, .
Cc1nc2sc(C(c3ccc(F)cc3)N3CCOCC3)c(O)n2n1 (configuration not stated)
    1%, -5%, -4%, 1%, 7%, -19%[10 µM], -4%, -1%
Cc1ccc(C)c(C(=O)N(Cc2nc(-c3ccc(Cl)cc3)no2)C(C)C)c1
    -17%, -2%, -1%, -22%, ., -1%, ?, -20%
O=Nc1ccc(Nc2ccccc2)cc1
    ., -9%[201 µM], -3%[201 µM], ., ., ?, ., -10%
COc1ccc2[nH]c(C)c(C(=O)CN3CCOCC3)c2c1
    -7%, -1%, -6%, -7%, ., -11%, -5%, i
Cc1cc(OC(=O)c2ccc(Cl)cc2Cl)nc(C)n1
    1%, -1%, 5%, 4%, -8%, 6%, -2%, 7%
O=S(=O)(c1ccc(Cl)cc1)N1CCN=C1SCc1cccc(Cl)c1
    1%, -4%, -1%, -18%, 50%[activator], 6%[10 µM], -3%, -10%
Cc1ccc(C2Nc3cc(C)c(C)cc3-n3c(-c4ccccc4)c4c(=O)n(C)c(=O)n(C)c4c32)o1 (configuration not stated)
    ?, -6%, -3%, -22%, ., ., -4%, .
CC(Sc1nnnn1-c1ccccc1)C(=O)Nc1ccc(Cl)cn1 (configuration not stated)
    -13%, -9%, -3%, -16%, -1%[11.4 µM], 20%[1.9 µM], 4%, 0%
Cc1ccc(NCc2cccn2-c2nnc(N3CCC(C(=O)NCCc4ccccc4)CC3)s2)cc1
    ?, 3%, -8%, -30%, ., ., 8%, .
COCc1cc(N2CCN(c3ccccc3F)CC2)nc(-c2ccccc2)n1
    -16%, 10%, -1%, -22%, 21%, -19%, 3%, -4%
COC(=O)[C@@]1(Cc2ccc(OC)cc2)[C@H]2c3cc(C(=O)N(C)C)n(C)c3C[C@H]2CN1C(=O)c1ccccc1
    -1%, -14%, 0%, -3%, ., -9%, 10%, 0%
Cc1ccc(NC(=O)Cn2cc(S(=O)(=O)c3ccc(C)cc3)c(=O)c3cc(F)ccc32)cc1
    -1%, -3%, 0%, -26%, 2%, ., -10%, -7%
CCC(Sc1nnc(-c2ccc(OC)c(OC)c2)c(-c2ccc(OC)c(OC)c2)n1)C(=O)NC1CCCC1 (configuration not stated)
    -15%, -6%, 4%, -15%, ., ., ?, .
C/C(=N/NC(=O)CNC(=O)Cc1ccccc1)c1ccc(Cl)cc1
    -17%, -10%, -1%, -19%, -5%, -1%[10 µM], -8%, -2%
O=C(NN=c1c(=O)c2ccccc2c1=O)c1ccccc1
    5.6µM*, ?, -2%, -25%, -17%, 8%, ?, i
CSc1ccccc1C(=O)NC1CCCCCC1
    -12%, -7%, -4%, -9%, ., 6%, -10%, -3%
COc1cc(NC(=S)N2CCN(c3ccccn3)CC2)cc(OC)c1
    -6%, -2%, 1%, -10%, -4%, 21%[10 µM], 0%, -6%
O=C(Nc1ccc(Cl)c(Cl)c1)C1=Cc2ccccc2OC1
    ?, -15%, -2%, ?, ., ?, 16µM*, -21%
C=CC[C@@H]1C=C[C@H](O/N=C\[C@@H](C)[C@H](OCc2ccccc2)C(C)C)[C@H](CO)O1
    -3%[11.5 µM], -3%[11.2 µM], -4%[11.2 µM], -1%[11.6 µM], ., -14%[10 µM], ?, -4%[11.5 µM]
CN1[C@@H]2CC[C@H]1CC(OC(=O)c1c[nH]c3ccccc13)C2 (some centres not stated)
    -9%, -5%, -2%, -24%, ., -68%[inhibitor], ?, -5%
CCCSc1nc(-n2ncc(C#N)c2N)c2c3c(sc2n1)CCC(C)C3 (configuration not stated)
    -18%, 3%, -3%, ?, ., -32%, -7%, -4%
Cc1cc(C(=O)N/N=C2\CC(=O)CC(C)(C)C2)c(C)n1-c1ccccc1
    3%, 1%, 0%, 3%, -7%, ., 1%, -5%
CN1CCN(c2nc(-c3cccs3)cs2)CC1
    -17%, 0%, 0%, -11%, ., -28%, 2%, 2%
O=C(N/N=C/C(Br)=C\c1ccccc1)c1ccco1
    ?, 4%, 0%, -15%, -6%, 11%[10 µM], -5%, -16%
O=C(Cn1c(=O)n(CCC(=O)N2CCc3ccccc3C2)c(=O)c2ccccc21)NCC1CCCO1 (configuration not stated)
    -3%, -7%, -4%, 1%, ., -6%, 0%, -1%
COc1ccc(Nc2nnc(-c3ccc(O)cc3)c3ccccc23)cc1C(N)=O
    -14%, 7%, -9%, -12%, 5%, -33%, 15%, ?
O=C(NC1CCCCC1)C1c2ccccc2C(=O)N1Cc1ccco1 (configuration not stated)
    ?, -5%, 1%, -15%, -8%, -5%[0.074 µM], -10%, -9%
COC(=O)c1ccccc1NC(=O)Cn1c(=O)n(CCCC(=O)NCCc2ccc(OC)c(OC)c2)c(=O)c2ccccc21
    -2%, -1%, ?, -4%, ., ., -7%, .
CCc1ccccc1NC(=O)CSc1nnc(-c2cc(OC)c(OC)c(OC)c2)o1
    19%, -1%, 0%, -1%, ., ., ?, .
O=C(c1cccc(OC(F)F)c1)N1CCN(c2ncccn2)CC1
    -1%, 4%, 2%, 1%, -2%, -11%, 2%, ?
O=C(Nc1ccc(N2CCOCC2)cc1)NC1CCCCC1
    -11%, 3%, -2%, -13%, 3%, -11%, -7%, i
Cc1nn(Cc2ccccc2Cl)c2sc(C(=O)NCCCn3ccnc3)cc12
    -4%, -1%, 1%, -13%, -11%, -23%, -3%, -11%
Cc1ccc2nc(CN3CCN(S(=O)(=O)c4ccc(F)cc4)CC3)oc2c1
    -1%, -3%, -3%, -9%, ., ., 5%, .
CCn1c(SCC(=O)c2cc(OC)ccc2OC)nnc1C1CC1
    ?, 3%, -7%, -2%, 3%, 8%[10 µM], -9%, -4%
Cc1nn(CC(=O)NCc2ccc(Cl)cc2)c(=O)c2cc3sccc3n12
    -6%, -10%, ?, -11%, ., ., -6%, .
O=C(NCc1ccc(F)cc1)c1ccc2c(O)c(S(=O)(=O)c3ccccc3)c(=O)[nH]c2c1
    -6%, -5%, -2%, -7%, ., ., -5%, .
O=C(CSc1nc2ccccc2n1Cc1ccc(Cl)cc1)N/N=C/c1ccccc1C(=O)O
    -5%, -1%, 1%, 2%, -2%, -33%, -4%, i
O=S1(=O)c2ccccc2N(Cc2ccc(Cl)cc2)c2ccccc21
    -9%, -14%, 4%, -21%, ., ., -11%, .

The results go on.
Each structure is followed by: Tau fibril ThT, TRb SRC2 PPI, TexasRed fluor, Tau fluor cs, L3MBTL1 inh, HTT ATP protect, Tau fibril FP, RECQ1 inh
Cc1cc(C)cc(NC(=O)N(C)Cc2ccccc2)c1
    -12%, 1%, 1%, -13%, -6%, -6%[10 µM], -6%, -2%
COC(=O)c1cc(Br)c(=O)n(CCN2CCCCC2)c1
    -9%, -4%, 1%, -8%, 3%, 1%[0.074 µM], -1%, 2%
COC(=O)C1=C(C)N(C)C(=O)NC1c1cc(Cl)c(O)c(OC)c1 (configuration not stated)
    -9%, 4%, -6%, -4%, ., 3%, 2%, -9%
CCOC(=O)CSc1nc2ccccc2c(=O)n1-c1cccc(C)c1
    -14%, 1%, -2%, -15%, ., ., 1%, .
Cc1ccc(-c2nnc(SCC(=O)NCc3ccccc3)o2)cc1
    3%, -28%[53 µM], ?, -6%, ., ., -13%, .
Oc1ccccc1CNc1ccc2c(c1)OCCO2
    ?, -7%, -3%, ?, -27%, -51%[inhibitor], -3%, i
COC(=O)[C@H]1C[C@@H]1[C@H](NC(=O)c1cccnc1)c1ccccc1
    0%, 1%, 0%, -5%, ., 10%, 4%, i
CCN(CC)CCCN1C(=O)CSC1c1ccc2c(c1)OCO2 (configuration not stated)
    -2%, 8%, -1%, -1%, -6%, 4%, 2%, -5%
CC(=O)c1c(C(C)=O)c(C)n(Cc2ccccc2)c1C
    -11%, 0%, 4%, 2%, ., 15%, -3%, -1%

Compound profiles, as listed above. Values in the order: Tau fibril ThT	TRb SRC2 PPI	TexasRed fluor	Tau fluor cs	L3MBTL1 inh	HTT ATP protect	Tau fibril FP	RECQ1 inh
Profile of CCN(CC)CCCN1C(=O)CSC1c1ccc2c(c1)OCO2 (configuration not stated) : -2%	8%	-1%	-1%	-6%	4%	2%	-5%
Profile of COC(=O)c1cc(Br)c(=O)n(CCN2CCCCC2)c1 : -9%	-4%	1%	-8%	3%	1%[0.074 µM]	-1%	2%

An excerpt. The share of hits here may be higher or lower than overall.
